Screening results from PubChem BioAssay.
SV40 large T antigen – SV40 large T antigen inhibitors, biochemical (AID 1903); one-dose inhibition, % at 20 µM; IC50 in µM for titrated hits; hit rate 0.39% among 310,000; SV40 large T antigen ATPase/helicase inhibition assay; higher % means a stronger effect; in the data active = a potency from the dose series; inconclusive = inhibition mostly from about 32% at the one dose, without a potency; inactive = the rest, 99 in 100 with inhibition below about 32%; note: strong numbers were not always called active
RSV antiviral HEp-2 – RSV antiviral activity via CPE protection, HEp-2 cells, primary 10 µM value included (AID 2391); hit rate 0.13% among 310,000; HEp-2 cells, RSV-induced CPE inhibition; higher % means a stronger effect; CPE inhibition, % at 10 µM; hits with a dose series show IC50 in µM; in the data active = a potency from the dose series; inconclusive = CPE inhibition mostly from about 23% at the one dose, without a potency; inactive = the rest, 99 in 100 with CPE inhibition below about 21%; note: strong numbers were not always called active
TNAP activation fold – human TNAP enzyme activators, primary screen, biochemical, luminescent, no phosphate acceptor, uHTS (AID 1001) | Alkaline phosphatase, tissue-nonspecific isozyme (Homo sapiens) | purified TNAP, luminescent activation assay, no phosphate acceptor; higher activation fold means a stronger effect | one-dose activation fold at 20 µM; EC50 in µM for titrated hits | hit rate 0.03% among 200,000; in the data active = activation fold from about 3, or a potency from the dose series; inactive = the rest, 99 in 100 with activation fold below about 1.6; note: many of its hits are not listed in these tables
human PMI inhibition – inhibitors of human PMI, primary screen, biochemical, fluorescence intensity, coupled assay (AID 1209); Mannose-6-phosphate isomerase (Homo sapiens); purified PMI enzyme, coupled fluorescence intensity; higher % means a stronger effect; hit rate 0.42% among 190,000; inhibition, % at 20 µM, or IC50 in µM where a hit was titrated;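 note: plate controls were DMSO vehicle for no effect and wells lacking substrate for full effect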
West Nile virus CPE – West Nile virus antiviral activity, cell-based, CPE readout (AID 1621); West Nile virus-infected cells, CPE inhibition; higher % means a stronger effect; CPE inhibition, % at 10 µM; hits with a dose series show IC50 in µM; hit rate 0.02% among 290,000; in the data active = a potency from the dose series; inconclusive = CPE inhibition mostly from about 3.7% at the one dose, without a potency; inactive = the rest, 99 in 100 with CPE inhibition below about 2.2%; note: strong numbers were not always called active
Ins promoter up – insulin promoter activators in MIN6 cells, imaging, high-content screening, mouse beta cells; MIN6 insulin promoter-GFP reporter; hits give high values; z-score at 5 µM; hit rate 0.3% among 190,000;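 active = z-score above 3 at 5 µM with at least 500 cells counted in the well; inconclusive = wells under 500 cells, flagged as cytotoxic or low count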
ER stress rescue – rescue of cells from ER stress-induced death, primary screen, 384-well, CSM14.1, thapsigargin, ATP luminescence (AID 1222); 190,000 tested, under 10 active; cellular ATP content (survival), % at 20 µM, or EC50 in µM where a hit was titrated; CSM14.1 thapsigargin-induced death rescue, ATP luminescence; higher % means a stronger effect;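 active = EC50 below 50 µM in the dose-response confirmation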;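 note: death triggered by thapsigargin at about 15 µM added after 2 h compound pretreatment; cell ATP read after overnight thapsigargin exposure of roughly 18 to 22 hours; normalized against plate controls of thapsigargin alone and 5% DMSO vehicle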
PhoP inhibition – inhibitors of PhoP regulon expression, primary screen, Salmonella Typhimurium, GFP reporter (AID 1863); S. Typhimurium PhoP-regulated promoter GFP reporter, 4 h; higher % means a stronger effect; one-dose inhibition, % at 50 µM; IC50 in µM for titrated hits; hit rate 0.16% among 300,000;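 active = inhibition over 29.93%, a cutoff 3 SD above the screen mean, later confirmed by dose response; inconclusive = inhibition over 29.93% but no dose response follow-up; inactive = inhibition at most 29.93% or unconfirmed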;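 note: 0% = low Mg2+ inducing control and 100% = high Mg2+ repressing control; strong numbers were not always called active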
PMI inhibition – human PMI inhibitors, high substrate, primary screen, biochemical, fluorescence intensity, high mannose 6-phosphate (AID 1220) | Mannose-6-phosphate isomerase (Homo sapiens) | recombinant PMI enzyme, coupled fluorescence intensity; higher % means a stronger effect | inhibition, % at 20 µM, or IC50 in µM where a hit was titrated | hit rate 0.66% among 190,000
Ins promoter up cell count – second read-out of Ins promoter up, no call of its own (marks repeat the call); cell count; measured here: cytotoxicity, nuclei count;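 total cells summed across four imaged fields per well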
* = called active by the depositor; u = inconclusive; x = no result given. Cut-off read from the data, not from the text of the source, unless noted: active = inhibition above about 50%; inactive = the rest.

item	SMILES	Ins promoter up	TNAP activation fold	ER stress rescue	Ins promoter up cell count	SV40 large T antigen	West Nile virus CPE	PhoP inhibition	PMI inhibition	human PMI inhibition	RSV antiviral HEp-2
1	NC(=O)[C@@H]1CC2(CC(c3cccc(NC(=O)COc4ccc(Cl)cc4)c3)=NO2)CN1C(=O)c1ccccc1 (stereo not given in full)	0.08	x	x	1057	10.5%	-0.8%	3.0%	x	x	15.3%
2	CN(c1ccccc1)c1nc(N)c(C#N)c(CC#N)c1C#N	-0.92	1.1	-0.1%	1467	2.4%	-0.4%	-0.1%	7.1%	4.1%	-0.8%
3	O=C(Cn1c(C(F)(F)F)nc2ccccc21)Nc1ccccc1C(=O)O	x	1	7.4%	x	21.2%	0.4%	-3.2%	-1.1%	-6.1%	10.5%
4	Cc1cc(C)c2nc(C)cc(N/N=C/c3ccc(O)cc3)c2c1	x	x	x	x	33.6%	-2.5%	-14.7%	x	x	-3.6%
5	COc1cc(CCC(=O)OCC(=O)Nc2ccccc2C(C)C)cc(OC)c1OC	-0.03	1.1	-1.4%	1570	5.8%	0.0%	4.1%	-1.7%	2.8%	1.8%
6	CC(C)(C)c1ccc(C(=O)NN2CCOCC2)cc1	x	x	x	x	6.9%	-0.3%	-2.0%	x	x	1.6%
7	CCc1ccc(CCC(=O)Nc2ncc(Cc3ccccc3Cl)s2)o1	0.04	1.2	-2.2%	823	9.7%	-0.4%	4.0%	-3.9%	3.6%	-1.1%
8	FC(F)Oc1ccccc1C1CC(c2ccc(Br)s2)Nc2ncnn21 (stereo not given)	-0.16	1	1.1%	1302	0.8%	-0.7%	19.8%	9.9%	10.2%	5.8%
9	O=C(Cn1nc2ccccc2n1)N/N=C/c1cc(Cl)cc([N+](=O)[O-])c1O	0.46	0.9	-1.1%	1725	-1.8%	-0.2%	8.2%	-9.0%	-1.0%	x
10	Cc1ccc(N=C2SCCCN2C(=O)c2ccco2)cc1Cl	-0.29	1.1	-3.5%	690	21.0%	-0.3%	-2.2%	-3.0%	-3.2%	-0.1%
11	Cc1n[nH]c(C)c1CN(C)C(=O)c1cc(COc2ccc(F)c(F)c2)on1	x	x	x	x	11.2%	-1.6%	5.7%	x	x	2.1%
12	CCOC(=O)CNC(=O)CSc1ccc2nnc(-c3ccc(F)cc3)n2n1	0.91	1	x	1317	4.9%	0.3%	1.1%	-11.4%	-28.3%	1.4%
13	COc1ccc(C)c2sc(N3CCCC3)nc12	0.59	1.1	-1.4%	1577	2.6%	-0.1%	-8.1%	2.6%	11.2%	7.5%
14	CCSc1nnc(NC(=O)CCc2ccccc2)s1	0.26	1.2	-1.5%	1004	22.5%	1.0%	-4.2%	-4.9%	-6.8%	0.5%
15	COc1nc(N(C)C)nc(N(C)c2cc(Cl)cc(Cl)c2)n1	x	x	x	x	2.4%	-1.3%	2.2%	x	x	3.0%
16	COc1cc(/C=N/NC(N)=S)cc(Br)c1OCc1ccccc1F	-1.17	1	-0.4%	820	-11.6%	0.6%	0.6%	-0.7%	-0.1%	6.2%
17	O=C(NCc1ccncc1)Nc1cccc(Cl)c1	-0.42	1.1	-0.7%	846	-6.4%	-0.3%	4.6%	-7.4%	-8.4%	0.1%
18	Cc1cccc(C)c1OCCCCn1cnc2ccccc2c1=O	x	1.1	2.1%	x	5.1%	-0.4%	0.0%	0.8%	4.0%	3.4%
19	COc1ccc(-c2cc(C)no2)cc1S(=O)(=O)N1CCCN(Cc2ccc(F)cc2)C1	x	x	x	x	16.9%	2.2%	0.4%	x	x	-0.3%
20	CCN1CCN(C(=O)CN(C)S(=O)(=O)c2cc(C)ccc2OC)CC1	-0.38	1.1	-0.2%	1415	5.2%	0.3%	-4.0%	14.2%	9.6%	-1.7%
21	CC(=O)Nc1cccc(Oc2ncnc3scc(-c4ccc(C(C)C)cc4)c23)c1	-0.57	1.1	0.8%	1407	0.4%	2.5%	-2.3%	11.6%	12.9%	3.6%
22	CCOC(=O)c1cc2c(n(-c3ccc(C)cc3)c1=O)CCCC2=O	0.46	1	1.7%	1149	-14.9%	0.0%	-3.2%	-5.0%	-10.1%	1.4%
23	COC(=O)c1cccc(NS(C)(=O)=O)c1C	0.92	1	-1.7%	1451	-0.5%	0.6%	5.5%	-5.8%	-4.3%	2.7%
24	O=[N+]([O-])c1ccccc1S(=O)(=O)Nc1cccnc1	x	x	x	x	7.4%	0.6%	-5.6%	x	x	2.3%
25	O=C(Nc1ccc(NC(=O)c2ccco2)nc1)c1ccco1	-0.71	1.1	-4.9%	1152	4.0%	-0.2%	-3.5%	-1.9%	-1.7%	-0.4%
26	C[C@@H]1CN(Cc2nc(Cc3ccccc3F)no2)C[C@H](C)O1	1.94	1	-0.6%	1577	3.9%	1.2%	2.2%	4.2%	2.2%	-1.1%
27	CCOC(=O)C1CCN(S(=O)(=O)c2c(C)[nH]c(C)c2C(=O)N2CCCCC2)CC1	x	x	x	x	6.2%	-0.3%	-12.1%	x	x	0.1%
28	Cc1cc(-c2n[nH]c(=S)n2/N=C/C(Cl)=C/c2ccccc2)n[nH]1	x	1.6	-0.7%	x	20.8%	0.8%	-0.4%	17.1%	26.7%	8.4%
29	Cc1cc(C(=O)CN2C(=O)c3ccccc3C2=O)c(C)n1Cc1cccs1	x	1	0.4%	x	-2.7%	0.5%	3.8%	15.3%	9.3%	1.8%
30	CC(C)C(NC(=O)OCc1ccccc1)C(=O)OCC(=O)N1CCCCC1 (stereo not given)	-1.61	1.1	1.3%	767	-2.2%	-0.1%	-3.5%	-7.6%	-3.9%	0.1%
31	O=C(CN(CCc1ccccc1)C(=O)CNS(=O)(=O)c1ccc(F)cc1)NCc1ccco1	x	1.1	-0.5%	x	5.5%	-0.2%	-3.8%	-1.2%	-4.3%	1.2%
32	Cc1ccc(N(C(=O)CNC(=O)c2ccco2)C(C(=O)NC2CCCCC2)c2cccnc2)cc1 (stereo not given)	x	x	x	x	20.9%	-0.9%	-8.1%	x	x	1.3%
33	N#CCCN1CCN(C(=S)c2ccc(-c3cc(Cl)ccc3Cl)o2)CC1	-0.73	0.9	-1.9%	1065	1.6%	x	-2.9%	-9.5%	-9.9%	u
34	COc1cccc(/C=N/NC(=O)CSCC(=O)Nc2ccccc2)c1O	-0.66	1	-1.7%	1418	6.6%	3.3%	9.5%	-17.8%	-13.7%	-3.2%
35	CC(=O)c1cnc(SCCN2C(=O)c3ccccc3C2=O)nc1C	1.28	1	6.7%	1560	-4.3%	0.5%	19.0%	0.1%	-4.3%	0.1%
36	CC(C)Oc1ccccc1/C=N/Nc1ccccc1[N+](=O)[O-]	x	0.8	-3.2%	x	4.4%	-1.3%	-10.1%	11.9%	22.8%	u
37	COc1ccc(CCNc2nc(-c3sc(N)nc3C)cs2)cc1OC	-2.14	1.1	-0.5%	862	22.2%	0.2%	13.9%	-2.6%	2.8%	0.6%
38	O=S(=O)(NC1CCCCC1)c1cccs1	x	x	x	x	5.7%	-0.2%	3.3%	x	x	1.4%
39	COc1cc(CNC(C)(C)C)ccc1OCC(=O)NC(C)(C)C	-0.48	1.1	0.9%	1254	12.2%	1.2%	-1.6%	8.9%	1.4%	2.7%
40	FC(F)(F)c1cnc(Oc2ccccc2-c2nnc(-c3ccc(Cl)cc3)o2)c(Cl)c1	-0.11	1.1	1.8%	789	2.6%	-0.5%	-3.5%	12.4%	22.0%	16.9%

Three compounds from above, arranged by the number in PhoP inhibition, lowest first:
item | Molecule | PhoP inhibition
33 | N#CCCN1CCN(C(=S)c2ccc(-c3cc(Cl)ccc3Cl)o2)CC1 | -2.9%
38 | O=S(=O)(NC1CCCCC1)c1cccs1 | 3.3%
34 | COc1cccc(/C=N/NC(=O)CSCC(=O)Nc2ccccc2)c1O | 9.5%

(next part)
item	SMILES	Ins promoter up	TNAP activation fold	ER stress rescue	Ins promoter up cell count	SV40 large T antigen	West Nile virus CPE	PhoP inhibition	PMI inhibition	human PMI inhibition	RSV antiviral HEp-2
41	C/C=C/c1ccc(OCCCCOc2ccccc2F)c(OC)c1	0.32	1.3	-1.2%	1315	8.2%	-0.4%	-0.1%	7.8%	20.8%	5.7%
42	CCN(CC)C(=O)Sc1cccc2cccnc12	0.24	1.1	0.1%	817	12.9%	-0.3%	16.6%	0.5%	6.3%	-0.8%
43	O=C(NCC1CCCO1)c1ccc(NC(=O)C2CCCCC2C(=O)O)cc1 (stereo not given)	-0.11	1.1	-1.1%	1178	6.2%	0.0%	-12.4%	-3.6%	-1.5%	0.1%
44	CC1CCN(CC(O)COC2CCC(C(C)(C)C)CC2)CC1 (stereo not given)	0.31	0.9	-2.5%	1842	0.2%	-0.1%	-4.4%	9.1%	14.7%	0.0%
45	COc1ccc(N2CCN(C(=O)CCNS(=O)(=O)c3ccc4c(c3)CCC(=O)N4)CC2)cc1	0.62	1	-3.0%	1116	11.2%	-0.5%	2.1%	31.5%	9.7%	2.2%
46	O=C(CCc1nc2ccccc2c(=O)[nH]1)OCC(=O)c1ccc(C2CCCCC2)cc1	0.33	1.1	3.8%	1288	4.7%	0.0%	-8.5%	10.3%	6.0%	2.2%
47	CC(C)c1cccc(C(C)C)c1NC(=O)CCl	1.17	1.1	-0.4%	1007	17.6%	-0.5%	4.2%	9.4%	-6.0%	-1.1%
48	CCCn1c(=O)c2c(c3ccccc31)OCC(=O)N2	-1.08	0.9	x	1093	2.5%	0.4%	-2.3%	5.2%	8.0%	8.4%
49	CCc1ccccc1NC(=O)Cn1nnc(-c2cccs2)n1	-0.32	1.1	-1.2%	1360	15.8%	1.0%	-9.1%	3.5%	-0.7%	2.5%
50	Cc1cc(C)c(C#N)c(SCC(=O)Nc2ccc3c(c2)OCO3)n1	0.23	1	1.1%	1863	95.4%	0.3%	16.7%	19.3%	14.6%	1.4%
51	CC(=O)N1c2ccc(S(=O)(=O)NCC3CCC(C(=O)N4CCC(C)CC4)CC3)cc2CC1C (stereo not given)	x	x	x	x	0.2%	-0.2%	5.7%	x	x	17.7%
52	O=C(NC1=NCCS1)c1cccc(N2C(=O)c3ccccc3C2=O)c1	x	1.1	-1.4%	x	11.3%	0.2%	-0.6%	-0.6%	-10.7%	0.9%

The order is random; 1.5% or so of the library scored in one or more.
